Screens (PubChem)
Yfh1-depleted yeast: enhancers of respiration in Yfh1-depleted yeast, dose response, Friedreich's ataxia, plus single-dose screen (AID 1465); S. cerevisiae Yfh1-off respiration, WST-1 reduction, 72 h; higher fold induction means a stronger effect; fold induction at 50 µM, or EC50 in µM where a hit was titrated; 220,000 compounds, 0.074% hits;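 active = fold induction of absorbance versus untreated yeast above a set limit, then at least 30% activation at any dose in follow-up; inconclusive = repeats straddling the limit, or above it without dose testing; inactive = fold induction below the set limit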;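 note: activators that raise dye reduction in frataxin-depleted yeast; strong numbers were not always called active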
Autophagy HCS: autophagy modulators in MEF cells, primary screen, imaging, high-content, MEF GFP-LC3; MEF GFP-LC3 puncta imaging; test concentration mostly 10 µM; calls only at 10 µM (by protocol); 190,000 compounds, 0.98% hits;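 active = percentage of spot-positive cells more than 3 SD above its plate mean, without a fluorescence outlier flag or 80% toxicity; inconclusive = no clear call, values can overlap the other calls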;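 note: spot-positive cell cutoff set from DMSO-treated cells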
MT stabilizer: microtubule stabilizers in HeLa cells, primary screen, imaging, high-content imaging | HeLa tubulin immunostaining HCS, 24 h; share of cells brighter than vehicle mean+2SD | % tubulin-high responders, % at 10 µM | 200,000 compounds, 0.83% hits | AID 2205, 2009;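 active = plate Z-score above 3 for both tubulin-high and condensed-nucleus cell shares, with cell loss under 80%, at 10 µM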;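 note: anti alpha tubulin signal scored within the nucleus-defined area of each cell; some results filed as inactive read as strong as hits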
Dynein cargo inh: inhibitors of GR-EGFP nuclear translocation, primary screen, dynein cargo transport inhibitor project, imaging, high-content, 3617.4 mouse cells | z-score, hits read low | test concentration mostly 20 µM; stimulated with dexamethasone, 1 µM; hits give low values | 220,000 compounds, 0.47% hits;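 active = plate z-score of nuclear minus cytoplasmic receptor signal below a set negative limit, without overly bright fluorescence or cell loss, cut at about -3.5 in these data, passing the limit was not always enough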;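 note: z-score of nuclear minus cytoplasmic ring GR-EGFP intensity difference per well; some compounds called inactive have numbers as strong as hits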
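medium = tetracycline-free induction medium containing charcoal-stripped FBS | also added = 1.0 µM final dexamethasone stimulus | schedule = 48 h induction, 1 h compound, 30 min dex at 37 °C | technique = fixed, Hoechst-stained cells imaged at 10x for EGFP | measure = GR-EGFP nuclear translocation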
Dynein cargo inh cytoplasmic EGFP: recorded beside Dynein cargo inh, whose call it bears; z-score; measured here: cytoplasmic GR-EGFP intensity; hits give high values
Dynein cargo inh nuclear GR-EGFP: recorded beside Dynein cargo inh, whose call it bears; z-score; measured here: nuclear GR-EGFP intensity;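 lower value marks the stronger effect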
Dynein cargo inh cell count: recorded beside Dynein cargo inh, whose call it bears; z-score; measured here: cell count per field
MT stabilizer Hoechst-high %: recorded beside MT stabilizer, whose call it bears; % Hoechst-high responders; measured here: nuclear condensation Hoechst responders;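 share of cells brighter than vehicle mean plus two SD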
MT stabilizer cytotoxicity %: recorded beside MT stabilizer, whose call it bears; toxicity, %; measured here: cytotoxicity by cell density;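 0% = mean cell density of plate MIN control wells and 100% = no cells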
Autophagy HCS cell loss 18 h: second read-out of Autophagy HCS, no call of its own (marks repeat the call); toxicity, %; measured here: cell loss, nuclei count;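 cell loss after 18 h compound exposure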
Starred values were filed as active, the others as inactive; i = inactive; ? = inconclusive; / = not tested or not shown; + = active, no number.

Short forms – A = Yfh1-depleted yeast; B = Autophagy HCS; C = Autophagy HCS cell loss 18 h; D = MT stabilizer; E = MT stabilizer Hoechst-high %; F = MT stabilizer cytotoxicity %; G = Dynein cargo inh; H = Dynein cargo inh cytoplasmic EGFP; I = Dynein cargo inh nuclear GR-EGFP; J = Dynein cargo inh cell count
CCC(=O)Oc1c(-c2ccccc2)c2nc3ccccc3nc2c2ccccc12
  A: / | B: ? | C: / | D: 3.4 | E: 2.6 | F: 4.9 | G: -2.3 | H: 26 | I: 4.9 | J: -4.1

CCOC(=O)c1sc(N2C(=O)C(O)=C(C(=O)c3ccco3)C2c2ccccc2)nc1C (stereo not given)
  A: / | B: i | C: 11 | D: 2.2 | E: 4.6 | F: 7.7 | G: -0.47 | H: -0.27 | I: -0.078 | J: 0.62

CCn1c(=O)c(C(=O)Nc2cccnc2)c(O)c2ccccc21
  A: / | B: i | C: 2 | D: 1.7 | E: 1.4 | F: 1.1 | G: -0.14 | H: -0.13 | I: 0.2 | J: -0.66

COc1ccc(NC(=S)Nc2ccc(F)cc2)c(OC)c1
  A: / | B: i | C: 14 | D: 2.8 | E: 1.9 | F: 8.7 | G: 1 | H: -0.18 | I: 0.75 | J: 0.35

COc1ccccc1NC(=O)c1oc2ccccc2c1NC(=O)c1cc(OC)c(OC)c(OC)c1
  A: / | B: + | C: 42* | D: 36* | E: 28* | F: 31* | G: -3.8 | H: 1.7 | I: -1.4 | J: -4

COC(=O)c1cc(OC)c(OC)cc1NC(=O)c1oc2ccccc2c1C
  A: / | B: i | C: -1 | D: 3.0 | E: 2.5 | F: 9.1 | G: 0.23 | H: -0.25 | I: -0.017 | J: 1.1

Cc1cccn2c(=O)c3cc(C#N)c(=N)n(CC4CCCO4)c3nc12 (stereo not given)
  A: / | B: i | C: -12 | D: 3.0 | E: 1.8 | F: 4.7 | G: -0.37 | H: -0.22 | I: -0.36 | J: 0.29

CC(C)n1c(CN2CCN(C)CC2)nc2c1c(=O)n(C)c(=O)n2C
  A: / | B: i | C: 2 | D: 2.1 | E: 2.0 | F: 31 | G: 0.34 | H: 0.19 | I: 0.49 | J: 0.28

Cn1c(=N)c(S(=O)(=O)c2ccc(Cl)cc2)cc2c(=O)n3ccccc3nc21
  A: / | B: i | C: 7 | D: 2.4 | E: 1.4 | F: 24 | G: 8.2 | H: 30 | I: 11 | J: -4

CNC(=O)CSc1nnc(-c2cc3c(C)nn(-c4ccccc4)c3s2)n1C
  A: / | B: i | C: 2 | D: 0.7 | E: 1.5 | F: 2.5 | G: -0.52 | H: -0.2 | I: -0.058 | J: -0.45

Cc1cc(C)n(-c2nc3sc4c(c3c3nnc(SC(C)C)n23)CC(C)(C)OC4)n1
  A: / | B: i | C: -5 | D: 2.7 | E: 1.7 | F: 8.5 | G: -0.15 | H: -0.11 | I: -0.78 | J: -0.78

CCOc1nc(-c2ccc(OC)cc2)ccc1-c1noc(-c2cccnc2)n1
  A: / | B: i | C: -4 | D: 3.5 | E: 2.2 | F: 5.0 | G: -1.7 | H: -0.23 | I: -1 | J: 0.88

O=c1[nH]c(SCc2cc(=O)n3ccccc3n2)nc2c1CCC2
  A: / | B: i | C: -4 | D: 2.8 | E: 2.8 | F: 7.7 | G: 0.23 | H: -0.14 | I: 0.063 | J: 0.6

N#Cc1c(SCC(N)=O)nc2c(c1-c1ccc(OCc3ccccc3)cc1)CCCC2
  A: / | B: i | C: -4 | D: 4.7 | E: 2.1 | F: 6.2 | G: -0.54 | H: -0.21 | I: -0.011 | J: 1.2

C=CCn1c(=O)/c(=C2/SC(C)=C(C)N2CC)s/c1=C1/C(=O)N(C)C(=S)N1c1ccccc1
  A: / | B: i | C: 4 | D: 3.5 | E: 2.1 | F: 1.7 | G: 0.14 | H: -0.26 | I: 0.16 | J: 0.67

The final 2 records of the part before lead into the next.
Short forms – A = Yfh1-depleted yeast; B = Autophagy HCS; C = Autophagy HCS cell loss 18 h; D = MT stabilizer; E = MT stabilizer Hoechst-high %; F = MT stabilizer cytotoxicity %; G = Dynein cargo inh; H = Dynein cargo inh cytoplasmic EGFP; I = Dynein cargo inh nuclear GR-EGFP; J = Dynein cargo inh cell count
N#Cc1c(SCC(N)=O)nc2c(c1-c1ccc(OCc3ccccc3)cc1)CCCC2
  A: / | B: i | C: -4 | D: 4.7 | E: 2.1 | F: 6.2 | G: -0.54 | H: -0.21 | I: -0.011 | J: 1.2

C=CCn1c(=O)/c(=C2/SC(C)=C(C)N2CC)s/c1=C1/C(=O)N(C)C(=S)N1c1ccccc1
  A: / | B: i | C: 4 | D: 3.5 | E: 2.1 | F: 1.7 | G: 0.14 | H: -0.26 | I: 0.16 | J: 0.67

COC(=O)c1ccc(Cn2nnc3c(sc4nc(N5CCOCC5)c5c(c43)CCCC5)c2=O)o1
  A: / | B: i | C: 16 | D: 1.7 | E: 2.5 | F: 6.3 | G: 1.1 | H: -0.24 | I: 0.52 | J: 0.47

CCCCCCc1cc2cc(-c3nnc(-c4cccc(OC)c4)o3)c(=O)oc2cc1O
  A: / | B: ? | C: / | D: 3.8 | E: 1.8 | F: 1.9 | G: -2.6 | H: 22 | I: 2.8 | J: -0.15

C=C(C)C1Cc2c(C)nn(-c3cc(C)c4ccccc4n3)c2C1 (stereo not given)
  A: / | B: i | C: -1 | D: 3.6 | E: 1.6 | F: 9.0 | G: 1.6 | H: -0.19 | I: 0.65 | J: -1.4

Cc1nnc2n(CCc3ccccc3)c(=O)c3c4c(sc3n12)CCCC4
  A: / | B: i | C: 31 | D: 3.4 | E: 2.4 | F: 4.2 | G: -0.63 | H: 0.29 | I: 0.047 | J: -0.27

NC(=O)CSc1nnc(CCc2nc3ccccc3[nH]2)n1-c1ccccc1
  A: / | B: i | C: -6 | D: 4.2 | E: 2.3 | F: 4.6 | G: 0.31 | H: -0.14 | I: 0.072 | J: 0.54

Cn1c(=O)c2c(nc(SCC(=O)N3CCc4ccccc43)n2Cc2ccc(F)cc2)n(C)c1=O
  A: / | B: i | C: 7 | D: 2.4 | E: 2.1 | F: 0.0 | G: 2.1 | H: -0.16 | I: 0.97 | J: 0.36

O=c1[nH]c(N2CCc3ccccc3C2)nc2c1CCCC2
  A: / | B: i | C: 0 | D: 2.4 | E: 1.5 | F: 6.9 | G: 0.0046 | H: -0.1 | I: -0.65 | J: 0.38

CCCCCCc1nc2ccccc2c(=O)n1NC(=O)c1c(O)c2cccc3c2n(c1=O)CC3
  A: / | B: i | C: -5 | D: 3.5 | E: 2.5 | F: 8.1 | G: 0.84 | H: -0.19 | I: 0.36 | J: -1.5

Cc1cc(C)n(-c2nc3c(c(=O)n(C)c(=O)n3C)n2CC(O)COc2ccccc2C)n1 (stereo not given)
  A: / | B: i | C: 1 | D: 2.8 | E: 3.2 | F: 7.2 | G: -0.19 | H: -0.26 | I: -0.068 | J: 1.4

Cn1c(=O)c2c(nc(NCCCN3CCOCC3)n2Cc2ccc(Cl)c(Cl)c2)n(C)c1=O
  A: / | B: i | C: -3 | D: 4.4 | E: 2.1 | F: 6.6 | G: 0.47 | H: 0.036 | I: 0.17 | J: -0.35

O=C1c2ccccc2C(=O)N1CCC(=O)N1CCc2ccccc21
  A: / | B: i | C: -13 | D: 2.4 | E: 1.7 | F: 6.3 | G: -0.25 | H: -0.14 | I: -0.084 | J: -0.36

Cc1c(NC(=O)c2nn(C)c(=O)c3ccccc23)c(=O)n(-c2ccccc2)n1C
  A: / | B: i | C: -1 | D: 3.6 | E: 1.7 | F: 1.4 | G: -0.21 | H: -0.25 | I: 0.074 | J: 0.94

CCOc1ccc(-n2c3nc4ccccc4nc3c3c(=O)n(Cc4ccco4)cnc32)cc1
  A: / | B: i | C: -2 | D: 7.4 | E: 4.3 | F: 0.4 | G: -1.6 | H: 0.47 | I: -0.63 | J: 0.18

Clc1ccc(SCc2cc(Cl)nc(-c3ccccc3)n2)cc1
  A: i | B: i | C: -1 | D: 1.2 | E: 2.5 | F: 11 | G: / | H: / | I: / | J: /

CCN(CC)c1cc(CS(=O)c2ccccc2)nc(-c2ccccc2)n1 (stereo not given)
  A: i | B: i | C: 9 | D: 0.8 | E: 1.9 | F: 8.9 | G: / | H: / | I: / | J: /

9 entries from above, reformatted.
Every second line gives: Yfh1-depleted yeast | Autophagy HCS | Autophagy HCS cell loss 18 h | MT stabilizer | MT stabilizer Hoechst-high % | MT stabilizer cytotoxicity % | Dynein cargo inh | Dynein cargo inh cytoplasmic EGFP | Dynein cargo inh nuclear GR-EGFP | Dynein cargo inh cell count
> C=C(C)C1Cc2c(C)nn(-c3cc(C)c4ccccc4n3)c2C1 (stereo not given)
→ / | i | -1 | 3.6 | 1.6 | 9.0 | 1.6 | -0.19 | 0.65 | -1.4
> Cc1nnc2n(CCc3ccccc3)c(=O)c3c4c(sc3n12)CCCC4
→ / | i | 31 | 3.4 | 2.4 | 4.2 | -0.63 | 0.29 | 0.047 | -0.27
> NC(=O)CSc1nnc(CCc2nc3ccccc3[nH]2)n1-c1ccccc1
→ / | i | -6 | 4.2 | 2.3 | 4.6 | 0.31 | -0.14 | 0.072 | 0.54
> Cn1c(=O)c2c(nc(SCC(=O)N3CCc4ccccc43)n2Cc2ccc(F)cc2)n(C)c1=O
→ / | i | 7 | 2.4 | 2.1 | 0.0 | 2.1 | -0.16 | 0.97 | 0.36
> O=c1[nH]c(N2CCc3ccccc3C2)nc2c1CCCC2
→ / | i | 0 | 2.4 | 1.5 | 6.9 | 0.0046 | -0.1 | -0.65 | 0.38
> CCCCCCc1nc2ccccc2c(=O)n1NC(=O)c1c(O)c2cccc3c2n(c1=O)CC3
→ / | i | -5 | 3.5 | 2.5 | 8.1 | 0.84 | -0.19 | 0.36 | -1.5
> Cc1cc(C)n(-c2nc3c(c(=O)n(C)c(=O)n3C)n2CC(O)COc2ccccc2C)n1 (stereo not given)
→ / | i | 1 | 2.8 | 3.2 | 7.2 | -0.19 | -0.26 | -0.068 | 1.4
> Cn1c(=O)c2c(nc(NCCCN3CCOCC3)n2Cc2ccc(Cl)c(Cl)c2)n(C)c1=O
→ / | i | -3 | 4.4 | 2.1 | 6.6 | 0.47 | 0.036 | 0.17 | -0.35
> O=C1c2ccccc2C(=O)N1CCC(=O)N1CCc2ccccc21
→ / | i | -13 | 2.4 | 1.7 | 6.3 | -0.25 | -0.14 | -0.084 | -0.36

Some of the compounds tested; the hit share may differ from the screen's.
